# High-throughput results deposited in PubChem by several laboratories.
# FXIIa inh = human FXIIa protease inhibitors, primary screen, biochemical, 1536-well | purified FXIIa, Boc-QGR-AMC fluorogenic substrate, 2 h | inhibition, % at 5 µM | actives 0.3% (n = 220,000) | AID 800, 2007; in the data active means inhibition above about 40%;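 further: 0% = enzyme with no compound and 100% = blank without enzyme; many of its hits are not listed in these tables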
# Rad51 HR inh = human RAD51 strand exchange inhibitors, primary screen, biochemical, fluorescence; hRad51 DNA strand exchange, fluorescence dequenching; inhibition, % at 10 µM; actives 0.085% (n = 200,000);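 active means inhibition above 40% at the single screening dose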;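 further: 0% = DMSO control wells and 100% = blanks with heterologous ssDNA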
#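 Test system: preformed human Rad51 ssDNA filaments. Compound dosing: single dose, 10 µM final compound. Incubation: filaments 15 min 37 °C, then compound 30 min. Technique: FRET fluorescence dequenching, excitation 485 nm, emission 520 nm. Read-out basis: percent inhibition from fluorescence, normalised to plate control and blank means. Benchmarks: plate controls and plate blanks.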
# PERK inh = block of dimerizer-induced PERK translation repression, primary screen, PERK inhibitor project, CHO PERK-DD cells, SEAP luminescence, HTS; Eukaryotic translation initiation factor 2-alpha kinase 3 (Homo sapiens), Q9NZJ5; CHO PERK-DD fusion, SEAP luminescence translation reporter; inhibition, % at 5.6 µM; actives 0.17% (n = 220,000); AID 1416, 2008;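 active means inhibition above the mean inhibition of all tested compounds plus 3 SD, set separately per screening campaign, cut at about 2.9% in these data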;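 further: PERK kinase domain activated by AP20187 dimerizer at 100 nM; 0% = DMSO with dimerizer and 100% = rapamycin at 8.4 µM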
# thrombin 1536 = human alpha-thrombin inhibitors, primary screen, counter-screen for coagulation protease inhibitor project, biochemical, 1536-well, fluorogenic AMC substrate; Prothrombin (Homo sapiens), P00734; Boc-VPR-AMC fluorogenic substrate cleavage; inhibition, % at 5 µM; actives 0.26% (n = 220,000); AID 1046, 2008;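 active means inhibition at or above 40%; inactive means inhibition below 40%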;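 further: 0% = enzyme with no compound and 100% = wells without enzyme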
#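 Material: human alpha-thrombin protein; Also added: Boc-VPR-AMC substrate, 15 µM final; Timing: enzyme reaction carried out at room temperature; Signal: fluorescence, ex 355 nm, em 460 nm; Measure: % inhibition of thrombin; Controls: enzyme without compound as high, wells lacking enzyme as low.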
# m-calpain inh = inhibitors of pig calpain II, primary screen, biochemical, fluorogenic peptide substrate, 1536-well; inhibition, % at 16 µM; actives 0.37% (n = 220,000); purified calpain II, 30 min; AID 1236, 2008;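 active means inhibition above about 50%, limit read from the data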
# FXIa inh = human FXIa protease inhibitors, primary screen, biochemical, 1536-well; actives 0.14% (n = 220,000); inhibition, % at 5 µM; Coagulation factor XI (Homo sapiens), P03951; purified FXIa, Boc-Glu-Ala-Arg-AMC fluorogenic substrate; AID 798, 2007;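 active means inhibition of at least 40%; inactive means inhibition below 40%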;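 further: fluorescence of freed AMC excited at 355 nm; 0% = enzyme without compound and 100% = no enzyme blank; many of its hits are not listed in these tables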
# KLK5 inh = human KLK5 protease inhibitors, primary screen, biochemical, 1536-well; Kallikrein-5 (Homo sapiens), Q9Y337; recombinant hK5, fluorogenic AMC substrate cleavage; inhibition, % at 5 µM; actives 0.59% (n = 210,000); AID 873, 2007;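 active means inhibition of 40% or more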;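 further: 0% = enzyme controls without compound and 100% = no-enzyme blanks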
# Target sequence (Q9Y337 67-293 limits assumed): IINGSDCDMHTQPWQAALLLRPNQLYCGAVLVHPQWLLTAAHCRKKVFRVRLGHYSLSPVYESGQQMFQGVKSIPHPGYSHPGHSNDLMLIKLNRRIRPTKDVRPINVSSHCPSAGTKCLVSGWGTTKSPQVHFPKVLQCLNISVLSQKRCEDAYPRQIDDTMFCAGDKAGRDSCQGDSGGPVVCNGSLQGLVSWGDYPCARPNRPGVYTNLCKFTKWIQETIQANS
# Furin inh = human furin inhibitors, primary screen, biochemical, fluorescence intensity. P09958. purified furin, fluorogenic substrate cleavage. inhibition, % at 30 µM. actives 0.061% (n = 220,000). AID 463115, 2010; in the data active means inhibition above about 25%; further: inactives centre near -15
# Target sequence (P09958 108-714 limits assumed): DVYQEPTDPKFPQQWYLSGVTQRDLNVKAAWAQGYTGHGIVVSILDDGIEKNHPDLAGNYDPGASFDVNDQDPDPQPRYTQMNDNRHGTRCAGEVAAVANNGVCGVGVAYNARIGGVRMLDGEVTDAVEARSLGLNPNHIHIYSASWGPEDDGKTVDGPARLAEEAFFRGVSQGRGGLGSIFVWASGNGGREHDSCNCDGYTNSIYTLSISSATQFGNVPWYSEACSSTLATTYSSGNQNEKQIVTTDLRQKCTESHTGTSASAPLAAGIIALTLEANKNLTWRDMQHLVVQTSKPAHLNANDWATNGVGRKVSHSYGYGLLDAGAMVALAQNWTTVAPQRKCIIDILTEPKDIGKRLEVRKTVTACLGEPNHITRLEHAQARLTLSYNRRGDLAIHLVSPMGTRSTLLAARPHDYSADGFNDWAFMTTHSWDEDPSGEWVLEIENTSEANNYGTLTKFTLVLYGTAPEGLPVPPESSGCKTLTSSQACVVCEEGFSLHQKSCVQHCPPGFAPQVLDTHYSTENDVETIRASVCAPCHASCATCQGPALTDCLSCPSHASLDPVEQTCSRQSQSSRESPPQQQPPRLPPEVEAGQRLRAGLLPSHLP
# Cl transport mod = KCC2 cotransporter modulators, thallium flux, primary screen, cell-based, HEK293 KCC2, FluoZin-2 fluorescence, MLSMR. Solute carrier family 12 member 5 (Homo sapiens), Q9H2X9. KCC2 cells, thallium flux FluoZin-2 fluorescence. B-score of Tl+ flux slope (higher = more flux/activation; lower = inhibition) at 10 µM. actives 2.2% (n = 190,000). AID 1456, 2008;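 active means thallium flux slope and its plate-corrected score both differing from the plate sample mean at a set confidence after two filtering rounds, in either direction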;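 further: slope of fluorescence scaled to starting intensity during 10 to 20 s after thallium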
# The depositor's hits bear a star; i = inactive; x = not tested or not shown; [ ] = remark or other dose. An excerpt (hit frequency here may not be typical).
Compound	FXIIa inh	Rad51 HR inh	PERK inh	thrombin 1536	m-calpain inh	FXIa inh	KLK5 inh	Furin inh	Cl transport mod
CC(C)c1nc(SCC(=O)NCc2ccccc2)n[nH]1	8	12	1.9	-2	-10	4	12	-19	x
CC(=O)Nc1nc2ccccc2n1CCN(C)C	14	8	0.9	-4	-20	-1	0	-31	1.1
CCCCC(CC)CNC(=O)c1cc2ccccc2c(=O)o1 (stereo not drawn)	16	19	0.9	1	-3	8	-12	-8	-0.089
O=C(CN1CCOCC1)Nc1ccc([N+](=O)[O-])cc1Br	14	x	0.7	0	-1	3	x	-14	-0.18
CC1Cc2ccccc2N1S(=O)(=O)c1cccc(C(=O)N2CC(=O)Nc3ccccc32)c1 (stereo not drawn)	4	-6	-2.1	-2	-5	-1	-1	-16	-0.58
COC(=O)CCC(=O)Nc1c(C)n(C)n(-c2ccccc2)c1=O	4	x	-0.4	-4	18	-5	-3	-18	0.45
O=C(O)CNC(=O)C(Cc1ccccc1)NC(=O)OCc1ccccc1 (stereo not drawn)	-6	-7	0.2	-10	-3	-3	-6	-20	0.007
O=C(Nc1ccc2ccccc2c1)C(=O)C1C(=O)Nc2ccccc21 (stereo not drawn)	3	-13	1.8	-6	51*	4	-7	-5	25*
CC(C)(C)NC(=O)c1ccc2c(c1)C(=O)N(C1CCCCC1)C2=O	-14	0	-0.1	-8	23	-16	-4	-12[20 µM]	0.65
CN(C)c1ccc(/C=N/NC(=O)CCc2nc3ccccc3[nH]2)cc1	-2	11	1.0	-7	-101	1	2	-12	-0.74
Cc1nc(NS(=O)(=O)c2ccccc2)sc1NC(=O)Nc1ccc(Cl)cc1	10	6	0.8	0	-10	0	0	-15	-0.31
Cc1nc(SCC(=O)Nc2cc(Cl)ccc2[N+](=O)[O-])nc(C)c1C	5	6	-0.5	-7	8	-1	2	-13	-0.58
CCOc1ccc(NC(=O)c2ccc3snnc3c2)cc1	8	8	0.9	0	-2	1	-7	-20[20 µM]	0.37
O=c1oc2ccccc2c(Nc2cccc3cccnc23)c1[N+](=O)[O-]	-1	-27	0.2	0	14	-5	-14	-6	-1.6
CCOC(=O)c1ccc(NC(=O)CCC2COc3ccccc3O2)cc1 (stereo not drawn)	11	x	0.6	6	14	4	-1	3[20 µM]	x
Nc1nc(SCC(=O)C23CC4CC(CC(C4)C2)C3)n[nH]1	2	-6	1.2	-7	-6	-5	12	-29	-0.28
Cn1nnnc1SCC(=O)Nc1ccccc1N1CCOCC1	20	5	1.1	5	9	9	0	-29	x
Cn1c(=O)[nH]c2ccc([N+](=O)[O-])nc21	5	3	0.8	1	0	8	-4	5	-0.45
O=C(NN=C1CCCC1)c1ccn[nH]1	11	-17	0.4	-10	-3	4	-9	-26	-1.6
O=C(NCCc1ccccn1)c1cc(C(=O)C2CCCCC2)c[nH]1	1	-3	0.0	10	7	15	11	-9[20 µM]	0.32
O=C(NNc1nc(-c2ccc(Cl)cc2)cs1)c1ccco1	6	2	-0.2	1	23	-4	-38	-3	-4.6
O=C(NNc1ncccc1Cl)c1c(Cl)cccc1Cl	7	x	0.1	-6	-2	0	-1	-17	0.18
CCOC(=O)C1=C(C)NC2=C(C(=O)OC2)C1c1ccccc1 (stereo not drawn)	10	-7	0.9	-1	-65	-4	-4	-3	-0.94
Cc1ccccc1/C=N/Nc1nc2ccccc2c(=O)n1O	11	19	0.2	-1	3	0	1	-22	2
Cn1cc(CN(CCCN2CCOCC2)C(=S)Nc2cccc(Cl)c2)c2ccccc21	10	-28	-1.2	-4	23	4	-4	-11	-0.46
Cn1ncc2c(N3CCOCC3)ncnc21	11	-1	-0.2	-2	-16	-1	-15	-13	x
Cc1ccc(C(=O)CC(SCC(=O)O)c2ccc([N+](=O)[O-])cc2)cc1 (stereo not drawn)	10	1	0.5	-6	-16	-1	-4	-21	0.27
Cc1cc(N2CC(C(=O)NCc3cccnc3)CC2=O)ccc1C(C)C (stereo not drawn)	5	x	0.4	-6	-2	-3	0	-3	-0.74
Nn1c(Cc2cccc3ccccc23)nnc1SCCOc1ccc(Br)cc1	6	9	0.3	-7	35	2	19	2	-1.7
COc1cc(NC(=O)c2csc3c2CCCC3)ncn1	9	1	-1.0	2	-39	-4	-26	-10	-0.67
CCN(CC)C(=O)CN1C(=O)c2cccc3cccc(c23)C1=O	x	0	0.3	-3	-16	-2	0	-20	-0.028
CCc1ccc(OCCCC(=O)Nc2nnc(C3CCCO3)s2)cc1 (stereo not drawn)	3	-6	-0.4	-6	20	-3	-1	-3	0.49
Cn1c2c(c(=O)n(C)c1=O)CN(Cc1ccc(F)cc1)CN2	10	-6	1.8	1	-8	-5	15	-21	0.54
Cc1ccc(/C=C2\Oc3c(ccc(O)c3CN3CCN(C)CC3)C2=O)cc1	7	-7	0.7	-7	i	-3	-1	-9	-0.38
COc1ccc(C(=O)NC(=S)NCc2ccccc2)cc1	4	x	0.7	-5	22	-9	1	-17	-3*
O=C(O)c1ccc(S(=O)(=O)c2ccc3c(c2)C(=O)N(NC(=O)c2ccccc2)C3=O)cc1	-1	14	1.3	0	-26	-6	-20	-11	0.53
CCOC(=O)c1cnn2c(C(F)F)cc(C3CC3)nc12	11	-3	1.1	10	-116	3	4	24[20 µM]	x
COc1ccc(-c2[nH]c(-c3cc(OC)c4c(c3)OCO4)nc2-c2ccccc2)cc1	6	-2	-0.3	-1	-98	2	-10	-108	-0.55
COc1ccc(-c2cc(C(N)=O)nc(N3CCCCCC3)n2)cc1	14	1	0.2	-2	-162	3	-4	-38	x
CC(=O)N/N=C(\C)CC(=O)Nc1cccc2c1CCCC2	8	-5	0.7	-4	28	1	5	-12	0.012
CC(C)(C)c1ccc(Oc2ccc(NC(=O)c3ccco3)cn2)cc1	8	11	-0.2	-1	24	3	-3	-10	-0.81
Cc1ccc(S(=O)(=O)N2CCN(c3nc4ccccc4nc3-n3nc(C)cc3C)CC2)cc1	16	-1	-0.5	3	-13	2	8	-13[20 µM]	-2.1
O=C(/C=C/c1ccco1)N1CCN(S(=O)(=O)/C=C/c2ccccc2)CC1	6	18	2.3	5	0	0	-2	-19	-0.078
Cc1cccc(NC(=O)Nc2ccncc2)c1	6	33	0.7	2	-21	-2	-4	-24	-0.37
CN(CC1CCOCC1)C(=O)CC1C(=O)NCCN1Cc1ccc(-c2ccccc2)cc1 (stereo not drawn)	6	-11	-0.6	-4	-36	-4	-5	-13	-0.063
Cc1cc([N+](=O)[O-])nn1CC(=O)NNC(=S)Nc1ccc(F)cc1	11	x	1.3	1	-6	2	-207	-15[20 µM]	x
O=C(O)COc1ccc2c(c1)CCCC2	-16	-2	1.5	-8	21	-7	18	-20	x
CC(C)(C)C(=O)Nc1ccc(C(=O)NNC(=O)Cc2ccccc2)cc1	18	-2	2.7	0	-3	0	0	-23[20 µM]	x

# Given field by field: part of the list above.
CC(=O)N/N=C(\C)CC(=O)Nc1cccc2c1CCCC2
  FXIIa inh: 8
  Rad51 HR inh: -5
  PERK inh: 0.7
  thrombin 1536: -4
  m-calpain inh: 28
  FXIa inh: 1
  KLK5 inh: 5
  Furin inh: -12
  Cl transport mod: 0.012
CC(C)(C)c1ccc(Oc2ccc(NC(=O)c3ccco3)cn2)cc1
  FXIIa inh: 8
  Rad51 HR inh: 11
  PERK inh: -0.2
  thrombin 1536: -1
  m-calpain inh: 24
  FXIa inh: 3
  KLK5 inh: -3
  Furin inh: -10
  Cl transport mod: -0.81
Cc1ccc(S(=O)(=O)N2CCN(c3nc4ccccc4nc3-n3nc(C)cc3C)CC2)cc1
  FXIIa inh: 16
  Rad51 HR inh: -1
  PERK inh: -0.5
  thrombin 1536: 3
  m-calpain inh: -13
  FXIa inh: 2
  KLK5 inh: 8
  Furin inh: -13[20 µM]
  Cl transport mod: -2.1

# The list goes on:
Compound	FXIIa inh	Rad51 HR inh	PERK inh	thrombin 1536	m-calpain inh	FXIa inh	KLK5 inh	Furin inh	Cl transport mod
CCOc1ccc(N2CC(C(=O)NCc3ccccc3)CC2=O)cc1 (stereo not drawn)	7	13	1.0	-2	-26	-7	-3	-6	-0.0021
COCCNc1nc(-c2cc3ccccc3o2)cs1	9	-2	0.9	-8	-7	5	-5	-17	-0.54
Cc1nnc(Cl)c2nn(-c3ccccc3)c(C)c12	9	-8	0.2	-3	0	2	-11	-16	0.29
COc1cc2c(cc1NC(=O)/C=C/c1ccccc1)oc1ccccc12	29	-11	0.6	-1	-9	7	5	-7	x
Cc1cc2ccccc2nc1SCC(=O)Nc1nc(-c2ccccc2)cs1	14	10	-0.9	4	-18	4	-15	-3[20 µM]	-0.38
COc1ccccc1N1CCN(CC(=O)NCC2CCCO2)CC1 (stereo not drawn)	0	0	0.9	-4	10	-17	-13	-19[20 µM]	0.0063
CC(=O)Nc1ccc(NC(=O)c2ccc(CSc3ccccc3)o2)cc1	11	-9	0.2	-13	2	-6	-1	-31	-4.1*
CCN(c1ccc(NC(=O)COC(=O)c2cccs2)cc1)C(C)C	18	-2	0.3	0	19	-2	-5	-8[20 µM]	-1.3
O=c1[nH]c(CN2CCOCC2)nc2scc(-c3ccccc3)c12	5	2	0.1	-16	-13	-11	-8	-19	1.1
Cn1c(=O)[nH]c(=O)c2c1nc(NCCCO)n2Cc1ccc(F)cc1	2	-9	1.0	1	-4	0	-3	-16[20 µM]	x
Cc1ccc(S(=O)(=O)N2CCCCC2)cc1NC(=O)CSc1nncn1-c1ccccc1	-3	8	-0.3	1	-23	-8	-26	-24	-2.3
CSc1ccccc1NC(=O)CSc1n[nH]c(C)c1[N+](=O)[O-]	9	3	0.7	5	12	5	-15	-13	-0.74
CCOC(=O)Cc1csc2nc(-c3ccccc3)nn12	8	-8	0.5	-3	12	1	-3	-10	0.58
CCCN(CC(=O)Nc1cc(Cl)cc(Cl)c1)CC(=O)Nc1ccc(F)c(F)c1F	8	x	-0.7	-8	23	0	-1	-24	0.99
COC(=O)c1[nH]c2cccc(OC)c2c1NC(=O)CN1CC2(C)CC1CC(C)(C)C2 (stereo not drawn)	10	-1	1.0	2	-13	-2	-3	-17	x
Cc1nonc1NC(=O)c1ccc(Cl)c(S(=O)(=O)N2CCCCC2)c1	7	8	1.1	-3	6	8	-1	-15	x
CC(C)c1cc(=O)oc2c3c4c(cc12)CCCN4CCC3	4	-15	0.0	-3	-360	-2	-29	-40	i
O=C(c1ccncc1)N1CCN(C2CCC(c3ccccc3)CC2)CC1 (stereo not drawn)	5	2	-0.1	0	9	2	2	-17	0.25
COc1ccc(-c2cc3ccc(OCc4nn[nH]n4)cc3oc2=O)cc1OC	3	-4	0.0	3	-177	-4	1	-20	x
Cc1ccc(/C(N)=N/OC(=O)N2CCOCC2)cc1	12	5	0.7	0	-2	-16	4	-18[20 µM]	1.1
